# BL2 CD40 inh – CD40 pathway inhibition in BL2 cells. BL2 NF-kB luciferase reporter, CD40L-induced, 4 h. actives 0.94% (n = 83,000). AID 1053188. inhibition, % at 10 µM;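 active = mean inhibition of at least 50% with a set share of replicates also reaching that level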;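 also: 0% = neutral control wells and 100% = IKK inhibitor VII at 50 µM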
# Active calls of the source: *; & = joins results of further samples; [ ] = remark or other dose. These rows are one share of the data; the hit share may differ from the screen's.
mol,BL2 CD40 inh
CC=Cc1ccc2n(c1=O)C[C@H]1[C@H](CO)[C@@H](C(=O)N[C@@H](C)c3ccccc3)N(C(=O)c3ccccn3)[C@@H]21 (mixture of isomers),-12[25 µM]
S=C(NCCOCCOCCNC(=S)Nc1ccccc1)Nc1ccccc1,9
Cc1ccc(S(=O)(=O)n2ccnc2)cc1C,12
COCCN(Cc1cccs1)S(=O)(=O)c1csc(C(N)=O)c1,6
Cc1ccc(S(=O)(=O)N2CCN(C(=O)COC(=O)/C=C/c3ccccc3[N+](=O)[O-])CC2)c(C)c1,-4
C[C@H](CO)N1C[C@H](C)[C@H](CN(C)C(=O)Nc2ccc3c(c2)OCO3)Oc2ncc(Br)cc2C1=O,-35[25 µM]
COc1ccc(NC(=O)Nc2ccc3c(c2)[C@@H]2C[C@@H](CC(=O)NC4CCCC4)O[C@H](CO)[C@@H]2O3)cc1,0
Clc1ccccc1/C=C/c1nc(-c2ccccn2)no1,96*
N#CCCN(C(=O)COC(=O)c1ccc(S(=O)(=O)N2CCCCCC2)cc1)c1ccccc1,7
O=C(O)CCC(=O)Nc1ccc(N2CCCCCC2)cc1,-4
O=C(O)[C@H](Cc1ccccc1)NC(=O)N1CCCCCC1,-3
CC(=O)NCCNc1nc2cc(-c3ccc(Cl)cc3C)sc2c(=O)n1C,4
CCCn1c(SCc2nc(-c3cccs3)no2)nnc1-c1ccncc1,4
COCC#Cc1ccc([C@@H]2[C@@H](C#N)N(C(=O)Cc3ccccc3)[C@@H]2CO)cc1,-5[25 µM]
O=C(c1ccc(F)cc1)N1CCC(C(=O)N2CCCc3ccccc32)CC1,1
O=C(OCC(=O)c1ccc[nH]1)c1ccc2ccccc2n1,-25
CCCNC(=O)Nc1ccc2c(c1)nc(C)n2C,-44
O=C(NCC1COc2ccccc2O1)c1cccc(S(=O)(=O)N2CCOCC2)c1 (stereo not drawn),6
CN(C)C(=O)c1cccc(-c2ccc(C3[C@H]4CNC[C@@H]3N4C(=O)Nc3ccccc3F)cc2)c1 (stereo partly drawn),-3&7[25 µM]
CC=Cc1ccc2n(c1=O)C[C@H]1[C@H](CO)[C@@H](C(=O)NCc3ccccn3)[C@@H]2N1CC1CC1 (mixture of isomers),-1[25 µM]
O=C(CCCOc1ccccc1)NC(=S)Nc1ccccc1,-3
CC(C(=O)NC1CCCCCC1)N(c1ccccc1)S(C)(=O)=O (stereo not drawn),24
CCOC(=O)c1ccc(S(=O)(=O)Nc2cc(S(=O)(=O)Nc3ccc(OC)cc3)ccc2O)cc1,0
COc1ccc(NC(=O)c2ccco2)cc1NC(=O)c1ccco1,-3
CCCNC(=O)Nc1ccc2c(c1)OC[C@H](C)N(S(C)(=O)=O)C[C@H](C)[C@@H](OC)CN(C)C2=O,-4[25 µM]
O=C(NCCCN1CCC(Cc2ccccc2)CC1)C1CCN(S(=O)(=O)N2CCC3(CC2)OCCO3)CC1,6
CC(=O)c1c(C)oc2ccc(NS(=O)(=O)c3cccs3)cc12,2
CCOC(=O)C1CCCN(C(=O)c2sc3nc(C)nc(N4CCOCC4)c3c2C)C1 (stereo not drawn),-9
COc1ccc(-c2ccc(C3[C@@H]4CN(C(=O)c5ccc(F)cc5)C[C@H]3N4)cc2)cc1 (stereo partly drawn),-2&13[25 µM]
CC1(C)Cc2c(c(-c3ccccc3)nc(N3CCOCC3)c2C(N)=O)CO1,2
COc1ccc(S(=O)(=O)N2CC[C@@H]3[C@H](CO)Nc4ccc(C#Cc5cccc(OC)c5)cc4[C@@H]32)cc1,-6
O=C(Nc1ccc(-c2nc3ncccc3o2)cc1)c1ccco1,-99
CCOc1ccc(N2CC(C(=O)Nc3cc(Cl)ccc3-n3cncn3)CC2=O)cc1 (stereo not drawn),10
CCOc1ccc2nc(NC(=O)CN3C(=O)C4CCCCC4C3=O)sc2c1 (stereo not drawn),-32
CC(CCc1ccccc1)NC(=O)C1CCN(S(=O)(=O)N2CCOCC2)CC1 (stereo not drawn),-4
CC=Cc1ccc2n(c1=O)C[C@H]1[C@H](CO)[C@@H](C(=O)NCCc3cn(C)cn3)N(C(=O)C3CC3)[C@@H]21 (mixture of isomers),6[25 µM]
COc1ccc2cc3cc(C(=O)NCCc4ccc(OC)c(OC)c4)oc3nc2c1,12
CCCC#Cc1cnc2c(c1)C(=O)N([C@@H](C)CO)C[C@H](C)[C@H](CN(C)C(=O)Nc1cc(F)ccc1F)O2,-24[25 µM]
CCOC(=O)c1nc(S(C)(=O)=O)ncc1Cl,108*
O=C(COC(=O)c1ccc([N+](=O)[O-])o1)Nc1cccc2ccccc12,2
CC(C)NC(=O)C(=O)Nc1ccc2c(c1)N(S(=O)(=O)c1cccs1)CCC2,-3
N#Cc1ccc(COC(=O)CN2C(=O)NC3(CCCC3)C2=O)cc1,-2
CN1CCN(C(=O)CCN2C(=O)/C(=C\c3ccc(F)cc3)SC2=S)CC1,24
CN(C)C(=O)C[C@@H]1CC[C@@H]2[C@@H](COc3ccc(NC(=O)C4CCCC4)cc3C(=O)N2C)O1,2
COc1ccc(C[C@@H]2CCn3cc(nn3)COC[C@@H](c3ccccc3)NC2=O)cc1,9[25 µM]
NC(=O)C1CCN(C(=O)c2ccc3nc(N4CCCCC4)sc3c2)CC1,-51
COCC(=O)N1[C@H](CO)[C@@H](c2ccccc2)[C@H]1CNC(=O)c1ccccn1,-18
CCOc1ccc(C(=O)OCc2nnc(-c3cccs3)o2)cc1OC,-7
COC(=O)Cc1c(C)nc2nc[nH]n2c1=O,0
c1csc(-c2noc(CN3CCOCC3)n2)c1,-27
Cc1ccc(S(=O)(=O)NC2CCOC(C)(C)C2)cc1 (stereo not drawn),8
COCc1cc(C)nc2oc(C(=O)c3ccccc3)c(N)c12,0
O=C(CNC(=O)N1CC(=O)Nc2ccccc21)Nc1cccc(F)c1,6
COc1ccc(CC(=O)OC(C)C(=O)NCc2ccc3c(c2)OCO3)cc1OC (stereo not drawn),-11
C[C@@H]1CN([C@H](C)CO)C(=O)c2c(c3ccccc3n2C)-c2ccccc2CO[C@H]1CN(C)Cc1cccc(F)c1,13
CCOC(=O)c1c(C)n(C)c2ccc(OC)c(NC(=O)CN3CCSCC3)c12,-2
CO[C@H](C(=O)N(C)C[C@@H]1OCc2ccccc2-c2c(n(C)c3ccccc23)C(=O)N([C@@H](C)CO)C[C@@H]1C)c1ccccc1,8[25 µM]
COc1cccc(N2CCN(C(C)C(=O)NC34CC5CC(CC(C5)C3)C4)CC2)c1 (stereo not drawn),12
CO[C@H](CN(C)Cc1ccc(-c2ccccn2)cc1)[C@@H](C)CN(C(=O)Nc1ccc(F)cc1)[C@H](C)CO,-18[25 µM]
C=CCn1c(=O)/c(=C/c2ccsc2)s/c1=C(\C#N)C(=O)NCCN1CCOCC1,3

# Next section
mol,BL2 CD40 inh
CO[C@H]1CC[C@@H]2CCOc3c(C#N)cccc3C(=O)N(C)C[C@H](OC)[C@H](C)C(=O)N(C)C[C@@H]1O2,-2[25 µM]
COc1ccc(S(=O)(=O)N(C)C[C@H]2OCCCC[C@@H](C)Oc3ccc(NS(=O)(=O)c4ccc(Cl)cc4)cc3C(=O)N([C@H](C)CO)C[C@@H]2C)cc1,1
CCN1CC(=O)N2[C@@H](CO)[C@H](c3ccc(Br)cc3)[C@@H]2C1,7[25 µM]
CCCC#Cc1ccc([C@@H]2[C@H](CO)N3C(=O)CN(C(=O)c4cccnc4)C[C@@H]23)cc1,-12[25 µM]
COc1ccc(NCCC#N)cc1,-4
CNC(=O)CN(c1cc([N+](=O)[O-])ccc1OC)S(C)(=O)=O,6
CCN1CC(=O)N2[C@H](C1)[C@H](c1ccc(Br)cc1)[C@@H]2CO,-8[25 µM]
C/C(=N\NC(=O)C1(C)CC1(Br)Br)c1ccc([N+](=O)[O-])cc1 (stereo not drawn),-5
CCC(=O)N1[C@@H](C#N)[C@@H](c2ccccc2-c2ccccc2)[C@@H]1CO,-7[25 µM]
CCCC(=O)OCC(=O)Nc1ccc([N+](=O)[O-])cc1C#N,2
COc1ccc(S(=O)(=O)N2CCOCC2)cc1NC(=O)CC1CCCC1,-3
Nc1nccc(-c2ccc(-n3cccc3)cc2)n1,-15
CCCN(CCC)C(=O)c1ccc2c(=O)n(Cc3ccco3)c(=S)[nH]c2c1,-11
COc1ccc(CNC(=O)Cn2nnc3ccccc3c2=O)cc1,-31
CCOC(=O)c1cn2nc(N3CCCC3)ccc2n1,-2
O=C(CN1CCN(C(=O)C2CCN(C(=O)/C=C/c3ccccc3)CC2)CC1)Nc1ccc(F)cc1,-4
COc1cccc2cc(C(C)N(CCCN3CCOCC3)C(=O)Nc3ccccc3)oc12 (stereo not drawn),4
Cc1nc2ccccc2c2oc(C(=O)N3CCN(C4CCCCC4)CC3)cc12,19
CC1(C(=O)NS(=O)(=O)Cc2ccccc2)CCN1C(=O)C1(c2ccc(Cl)cc2)CCC1 (stereo not drawn),9
CNc1nc(SC)nc2ccsc12,7
COc1ccccc1CN1CC(C(=O)NCc2cccnc2)CC1=O (stereo not drawn),2
N#Cc1ccc(OCC(=O)N2CCN(C(=O)c3ccco3)CC2)cc1,9
CCN(Cc1ccc2c(c1)OCCO2)S(=O)(=O)c1ccc(NC(C)=O)cc1,6
COc1cccc(Oc2nc(-c3ccccc3O)nc3ccccc23)c1,3
CC(C)(C)S(=O)(=O)c1ccccc1C(=O)O,9
O=C(NCc1cccnc1)C1c2ccccc2C(=O)N1C1CCCCCC1 (stereo not drawn),10
COc1cccc(-c2ccc(C3[C@H]4CNC[C@@H]3N4Cc3ccccc3F)cc2)c1 (stereo partly drawn),-1&-21[25 µM]
CC1CCCCC12NC(=O)N(CC(=O)OCC(=O)Nc1ccc(F)cc1[N+](=O)[O-])C2=O (stereo not drawn),8
O=C(C[C@@H]1C=C[C@@H](NS(=O)(=O)c2ccc(F)cc2)[C@@H](CO)O1)N1CCc2ccccc2C1,-4[25 µM]
O=C1Nc2ccc([N+](=O)[O-])cc2OC1CCN1CCCC1 (stereo not drawn),-3
O=C(C1CCCN(Cc2cccs2)C1)N1CCCCCC1 (stereo not drawn),16
O=C(Cn1cnc2c(cnn2-c2ccccc2)c1=O)OCc1ccccc1,-67
CC(=O)NC(CC(=O)Nc1ccc(S(=O)(=O)NC2=NCCCCC2)cc1)c1ccccc1 (stereo not drawn),4
CCN(C(=O)CSc1n[nH]c(-c2ccc(OC)cc2)n1)c1c(N)n(Cc2ccccc2)c(=O)[nH]c1=O,7
COC(=O)c1c(NC(=O)C2c3ccccc3Oc3ccccc32)sc(C)c1C,0
CCC(CC)C(=O)Nc1cc(Cl)ccc1C,3
CCOc1ccc(CCNC(=O)COC(=O)c2ccc(OC(C)C)cc2)cc1OCC,-10
C/C=C/c1ccccc1[C@@H]1[C@H](C#N)N(S(=O)(=O)c2cccc(F)c2)[C@H]1CO,-8[25 µM]
CN1CCN(CCCNC(=O)c2ccc3c(c2)N(Cc2ccccc2)CCS3)CC1,2
CNC(=O)C[C@H]1CC[C@H]2[C@@H](COc3ccc(NC(=O)Nc4ccc(C#N)cc4)cc3C(=O)N2C)O1,-4[25 µM]
O=C(NCCCN1CCOCC1)c1ccc2ccccc2c1,-12
COCC(=O)N1[C@H](C#N)[C@@H](c2ccc(C#Cc3ccccc3F)cc2)[C@H]1CO,-23[25 µM]
COc1ccc(NC(=O)N(C)C[C@@H]2Oc3ccc(NS(=O)(=O)c4ccc(F)cc4)cc3C(=O)N([C@@H](C)CO)C[C@@H]2C)cc1,-4
CN1C(=O)c2cc(NC(=O)c3cscn3)ccc2OC[C@@H]2O[C@H](CC(=O)N3CCOCC3)CC[C@@H]21,-10[25 µM]
COc1ccc2nc(-c3ccccc3)cc(C(=O)N3CCC3)c2c1,-9
O=C(NCCc1ccccc1)c1c[nH]c2ccc(F)cc2c1=O,-27
Clc1ccc2nc(CN3CCCCCC3)cn2c1,5
CCN(CC)P(=O)(Nc1cccc(C(F)(F)F)c1)c1ccc(N(C)C)cc1NC(=O)c1ccco1 (stereo not drawn),-1
CCCNC(=O)Nc1ccc(C(F)(F)F)cc1,-28
COc1cc2c(C(=O)O)c(C)n(C)c2c2ccccc12,6

# Screening data from PubChem.
